# High-throughput results deposited in PubChem by several laboratories.
# PMI activator: phosphomannose isomerase (human) activation | P34949 | purified human PMI, coupled resazurin fluorescence, 20 min; hits give high values; 1 = vehicle control, 0 substrate-free wells | activation factor at 20 µM | 190,000 tested, 0.005% active;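 active = activation factor of 2 or more at 20 µM, relative to plate controls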
# Target sequence (P34949 whole entry, looked up): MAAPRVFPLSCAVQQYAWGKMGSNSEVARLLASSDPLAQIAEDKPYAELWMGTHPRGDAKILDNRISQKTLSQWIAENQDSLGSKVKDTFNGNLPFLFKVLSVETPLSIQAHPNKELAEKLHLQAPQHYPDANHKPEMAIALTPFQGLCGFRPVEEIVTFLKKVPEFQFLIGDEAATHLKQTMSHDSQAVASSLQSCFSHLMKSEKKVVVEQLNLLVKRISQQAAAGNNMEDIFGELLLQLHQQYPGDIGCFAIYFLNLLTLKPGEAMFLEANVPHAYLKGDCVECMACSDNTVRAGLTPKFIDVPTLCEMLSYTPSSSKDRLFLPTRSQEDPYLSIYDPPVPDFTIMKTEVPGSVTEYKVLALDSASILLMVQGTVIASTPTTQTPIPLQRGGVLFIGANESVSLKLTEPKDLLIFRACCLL
# FLuc act counter: firefly luciferase counter-screen for stimulation assays. ATPlite luciferase biochemical, luminescence, 10 min; 0 = ATP-free wells, 1 = DMSO control. P08659. 200,000 tested, under 10 active. activation factor at 10 µM;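 active = luciferase activation factor, scaled between plate controls, of at least 2 with compound at 10 µM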
# Target sequence (P08659 whole entry, looked up): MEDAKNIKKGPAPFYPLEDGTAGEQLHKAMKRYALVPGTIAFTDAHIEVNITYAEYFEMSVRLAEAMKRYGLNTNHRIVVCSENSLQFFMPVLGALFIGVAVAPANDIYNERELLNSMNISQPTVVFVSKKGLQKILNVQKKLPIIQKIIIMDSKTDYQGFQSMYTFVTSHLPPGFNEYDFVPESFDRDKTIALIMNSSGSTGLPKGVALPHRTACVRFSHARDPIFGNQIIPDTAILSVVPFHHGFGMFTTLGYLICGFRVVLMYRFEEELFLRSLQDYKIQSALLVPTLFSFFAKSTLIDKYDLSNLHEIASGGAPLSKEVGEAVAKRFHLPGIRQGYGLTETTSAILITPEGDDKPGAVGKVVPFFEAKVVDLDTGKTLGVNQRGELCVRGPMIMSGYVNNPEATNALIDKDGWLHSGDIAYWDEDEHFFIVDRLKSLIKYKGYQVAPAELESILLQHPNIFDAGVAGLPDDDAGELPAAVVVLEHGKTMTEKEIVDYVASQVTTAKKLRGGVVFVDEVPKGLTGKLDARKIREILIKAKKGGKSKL
#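 System: Luciferase/luciferin detection reagent, cell-free biochemical luciferase assay | Medium: PBS buffer for ATP | Dosing: Test compounds dosed from 2 mM stocks in 100% DMSO | Timing: 10 min at ambient temperature | Signal: Luminescence measurement of luciferase light output | Evaluation: Luciferase activation, seen as luminescence increase over controls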
# APP 5'UTR act: APP 5'UTR luciferase reporter activation; SH-SY5Y APP 5'UTR luciferase reporter, luminescence; zero percent = DMSO vehicle wells; activation, % at 2 µM; 190,000 tested, 1% active;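 active = activation above a set limit, based on mean plus 3 SD of controls, cut at about 140% in these data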; also: values of inactives mirror those of a sister screen read the other way
# TNAP inh noacc: inhibitors of human TNAP without phosphate acceptor | 200,000 tested, 0.26% active | inhibition, % at 20 µM | purified TNAP, CDP-star luminescence, 30 min | AID 1012;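 active = tissue-nonspecific alkaline phosphatase inhibition above about 50% at 20 µM in the single-dose screen, limit read from the data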;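 also: 0% = DMSO negative control and 100% = EDTA positive control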
# TNAP inh hiacc: inhibitors of human TNAP at high phosphate acceptor concentration; inhibition, % at 20 µM; purified TNAP, CDP-star luminescence, 1 M DEA; 200,000 tested, 0.03% active; P05186;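 active = over 50% inhibition of tissue-nonspecific alkaline phosphatase at 20 µM in the single-dose screen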;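 also: plate controls were DMSO wells for no effect and EDTA-quenched wells as full inhibition for full effect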
# FLuc inhib CS: Photinus pyralis luciferase inhibition counter-screen. P08659. 200,000 tested, 1.5% active. inhibition, % at 10 µM. ATPLite firefly luciferase biochemical luminescence, 10 min;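 active = inhibition above about 50% when tested at 10 µM, limit read from the data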
# NF-kB neuron act: raises NF-kB expression in human neuronal cells. NF-kB reporter expression; hits give high values. fold change at 12.5 µM. 190,000 tested, 1.6% active. AID 1239; in the data active = fold change above about 3.3
# PMI act hi M6P: increases human PMI activity with near-saturating mannose 6-phosphate. coupled PMI enzyme assay, resazurin fluorescence, 20 min; hits give high values; 1 = untreated enzyme, 0 = substrate-free blank. P34949. activation factor at 20 µM. AID 1216. 190,000 tested, 0.34% active;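 active = activation factor of 2 or more at 20 µM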
#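 test system = human PMI in coupled enzyme assay | medium = HEPES-buffered pH 7.4 with magnesium and detergent | also added = 1.0 mM mannose-6-phosphate substrate with 0.22 mM NADP+ | compound = 20 µM single dose | times = 20 min incubation at room temperature | measured by = resorufin fluorescence (Ex 544/Em 590 nm) from resazurin via diaphorase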
# TNAP act hiacc: increases human TNAP activity under high phosphate acceptor concentration. activation factor at 20 µM. P05186. purified TNAP, CDP-star luminescence, 1 M DEA, 30 min; hits give high values; 0 = EDTA background, 1 = DMSO-only activity. AID 1136. 200,000 tested, under 10 active;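 active = activation factor at least 2 at 20 µM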
#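 system = human TNAP | amount = enzyme diluted 1/800 final | reagent = 100 µM CDP-star substrate | signal = luminescent substrate turnover signal | dosing = one dose, 20 µM | benchmarks = EDTA negative control, DMSO positive control | measure = activation factor | timing = 30 min reaction, room temperature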
# bIAP act: increases bovine intestinal alkaline phosphatase activity; purified bovine IAP, CDP-star luminescence, 30 min; hits give high values; fold of DMSO-control signal, blank-subtracted; activation factor at 20 µM; 200,000 tested, 0.17% active; AID 1016;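 active = activation factor of 2 or more at 20 µM, a signal rise over negative controls twice the positive control's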
# Starred values were filed as active, the others as inactive; · = no result given. Not a hit list; overall some 3.6% were active at least once.
SMILES,PMI activator,FLuc act counter,APP 5'UTR act,TNAP inh noacc,TNAP inh hiacc,FLuc inhib CS,NF-kB neuron act,PMI act hi M6P,TNAP act hiacc,bIAP act
CCOC(=O)c1c(-c2ccccc2)csc1NC(=O)CCN1CCOCC1,1.1,1,-21.3,1.7,-4.7,-2.3,0.57,1.1,1,1
CCC(C)(NC(=O)c1ccc2c(c1)OCO2)C(=O)NC1CCCCC1 (stereo not given),1.1,1,11.3,-10.6,-3.1,0.1,1.42,1,1,0.9
COc1ccc(/C(N)=N/OC(=O)CCCN2C(=O)c3ccccc3C2=O)cc1OC,1,1.1,-1.2,-10.3,-3.1,-5.6,1.01,0.9,1,1.1
O=C(COC(=O)/C=C/c1cccc(C(F)(F)F)c1)NC(c1ccccc1)c1ccccc1,1.1,1,-26.8,-3.5,-1.6,-2.9,1.31,1.1,1,1
COc1cccc(NC(=O)Nc2ccc(C)c(Cl)c2)c1,1.2,0.8,54.7,-15.1,-5.3,15.1,1.98,1,1.1,1
CCCCOC(=O)n1c(=O)oc2cc(S(=O)(=O)N3CCCCC3)ccc21,0.9,1.1,3.9,-9.4,-5.4,-8.8,1.14,0.9,1.1,0.9
CC(C)(C)c1ccc(C(=O)N/C(N)=N/c2nc3ccccc3o2)cc1,1,1,-5.6,-23.8,-6.7,-4.0,1.28,1,1.1,1
Cc1cccc(N=Nc2cn[nH]c2-c2ccco2)c1,1,0.9,-0.3,-83.8,6.4,9.3,1.69,0.9,0.9,1.2
O=C(O)/C(=C1/OC(=O)c2ccccc21)c1ccccc1,1.1,1,10.3,-11.9,-3.0,1.6,1.31,1.1,1,0.6
C(=C\c1nnc2c3ccccc3ncn12)/c1ccccc1,1,0.8,-72.5,1.0,-3.8,17.1,3.18,1,1,1
O=C(c1ccc(Cl)c(Cl)c1)N1CCC(O)(CN2CCOCC2)CC1,1,1.1,-0.5,-5.4,-2.6,-6.6,1.34,1,1,1
CC(C)=C1C2C=CC1C1C(=O)N(c3ccc4c(c3)OCO4)C(=O)C21 (stereo not given),1,1,12.8,-5.7,2.7,2.1,0.88,0.7,1,0.9
Cc1cc(=O)n2[nH]c(C)c(-c3ccc(Cl)cc3)c2n1,0.8,1,12.6,-6.0,-5.0,-1.5,1.05,0.9,1.1,1.1
Cc1cc(O)c(/C=N/OCc2ccc(Cl)cc2Cl)c(=O)o1,1,0.9,11.3,-8.5,0.2,5.6,1.27,1,1,1.1
COC(=O)c1cc(OC)c(OC)cc1N,0.9,1,-23.8,-8.2,-2.5,-4.1,0.98,0.8,1,1
Cc1ccccc1/C=C\c1nc2ccccc2c(=O)n1Cc1ccccc1,0.9,1,-10.7,-2.6,-1.9,3.8,1.1,1,1,0.8
CC(NS(=O)(=O)c1ccc(OCC(=O)Nc2cccc([N+](=O)[O-])c2)cc1)c1ccccc1 (stereo not given),1,1.1,3.1,-17.0,0.5,-5.9,1.16,1,1,0.7
O=C1C=C(c2ccccc2)C(O)(c2ccccc2)C1 (stereo not given),0.9,1,11.3,-10.0,-0.5,-3.0,1.11,0.8,1,0.9
Cc1sc2nc(CSc3nc4ccccc4c(=O)n3CCCN3CCOCC3)[nH]c(=O)c2c1C,0.9,1,18.3,-1.8,3.2,-2.3,0.9,0.9,1,1.1
O=C(CSc1nc2ccccc2[nH]1)NC1CCCC1,1.1,1.1,-15.2,-6.4,-8.8,-5.7,1.08,1,1.1,1.1
NC(=O)c1ccc(C(F)(F)F)n(Cc2c(Cl)cccc2Cl)c1=O,0.8,1,-2.4,-5.5,0.6,-1.7,1.1,0.9,1,1
CCOC(=O)c1ccc(NC(=S)NNC(=O)COC)cc1,1,0.8,-21.1,-94.4,-2.5,17.0,1.04,1.1,1,1
Cc1[nH]n(-c2ccccc2)c(=O)c1N=Nc1nccs1,1.1,0.9,·,29.9,23.4,11.1,0.88,1.2,0.8,0.8
COc1ccccc1N1CCN(S(=O)(=O)Cc2ccccc2Cl)CC1,0.9,1,-15.2,-10.4,-5.4,-4.4,0.68,1,1.1,1
O=c1c2ccccc2nc2n1CCCS2,0.9,1,-20.1,-7.9,-2.4,-2.5,0.97,0.9,1,0.9
COC(=O)c1sc(N)c(C(=O)OC)c1COC(=O)CNS(=O)(=O)c1ccc(C)cc1,0.9,1,-0.8,-13.7,1.2,-0.2,0.96,1,1,0.9
Cc1ncc(CO)c2c1OC(C)(C)OC2,1,1.1,·,-7.0,-5.5,-8.9,1.14,0.9,1.1,0.9
CCCCCCCCN1C(=O)N(C)C(N(O)C(=O)NC)C1(C)C (stereo not given),0.9,1,3.7,-4.8,0.5,-2.1,1.16,0.9,1,1
Cc1cc(C)c(S(=O)(=O)NCCOc2ccccc2)c(C)c1-n1cnnn1,1.2,1,-4.6,3.0,-4.0,-2.6,1.3,1.1,1,0.8
COC(=O)Cc1ccc(NC(=S)N2CCN(c3ccc(OC)cc3)CC2)cc1,1,1,4.9,-4.4,-1.3,-3.4,0.97,1,1,0.9
CCCOc1ccc(/C=C/C(=O)N2CCN(c3ccccn3)CC2)cc1,0.9,0.9,5.1,-12.0,-2.7,11.6,1.06,0.9,1,1
C=CCOc1ccc(-c2nc3c(c(=O)[nH]c(=O)n3CCCC)n2C)cc1OC,1,1.1,13.6,-3.3,-2.9,-5.2,1.17,1,1,1
O=C(Nc1ccc(-c2nc3ccccc3o2)cc1)c1ccc2c(c1)OCO2,0.9,1,2.7,-10.0,-0.7,-4.1,1.11,0.9,1,0.9
Cc1nc2ccccn2c1C(=O)NN=C1CCN(C)CC1,1.1,1.1,7.0,-10.5,-4.8,-8.3,0.88,1,1,1.1
Cc1nn(-c2ccccc2)c(Cl)c1C(=O)N(C)c1nc(-c2ccc(F)cc2)cs1,0.9,1,-0.5,-2.3,4.3,0.3,1.17,0.9,1,1.1
CC1CCCCN1CCCNC(=O)c1ccc2c(=O)n(CCc3ccccc3)c(=O)[nH]c2c1 (stereo not given),1,1,-7.5,-12.5,-3.0,-4.3,0.8,1,1,0.9
Clc1ccc(-c2nnc(CSc3nnc(-c4cccs4)n3Cc3ccccc3)o2)cc1,0.9,1.1,2.2,-6.3,-3.7,-8.6,0.56,0.9,1,0.9
Cc1nsc2c1ccc1ccccc12,1,1,1.6,-11.1,-7.0,-2.7,1.02,1.1,1.1,1
O=C(COC(=O)c1ccc(S(=O)(=O)N2CCCC2)cc1)Nc1cccnc1Cl,1.1,1.1,-11.0,-0.2,-3.9,-6.6,1.42,0.9,1,1.2
COc1ccc2cc(CN(CCc3ccccc3)Cc3nnnn3CC3CCCO3)c(=O)[nH]c2c1 (stereo not given),1,1,0.8,-3.2,-5.0,0.0,1.03,1.1,1.1,1.2

# One compound at a time, from the list above. Order of screens: PMI activator, FLuc act counter, APP 5'UTR act, TNAP inh noacc, TNAP inh hiacc, FLuc inhib CS, NF-kB neuron act, PMI act hi M6P, TNAP act hiacc, bIAP act
# Clc1ccc(-c2nnc(CSc3nnc(-c4cccs4)n3Cc3ccccc3)o2)cc1 in the list: 0.9, 1.1, 2.2, -6.3, -3.7, -8.6, 0.56, 0.9, 1, 0.9
# Cc1nn(-c2ccccc2)c(Cl)c1C(=O)N(C)c1nc(-c2ccc(F)cc2)cs1 in the list: 0.9, 1, -0.5, -2.3, 4.3, 0.3, 1.17, 0.9, 1, 1.1
# CCCOc1ccc(/C=C/C(=O)N2CCN(c3ccccn3)CC2)cc1 in the list: 0.9, 0.9, 5.1, -12.0, -2.7, 11.6, 1.06, 0.9, 1, 1
# CC1CCCCN1CCCNC(=O)c1ccc2c(=O)n(CCc3ccccc3)c(=O)[nH]c2c1 (stereo not given) in the list: 1, 1, -7.5, -12.5, -3.0, -4.3, 0.8, 1, 1, 0.9
# COc1ccc2cc(CN(CCc3ccccc3)Cc3nnnn3CC3CCCO3)c(=O)[nH]c2c1 (stereo not given) in the list: 1, 1, 0.8, -3.2, -5.0, 0.0, 1.03, 1.1, 1.1, 1.2

# Further results
SMILES,PMI activator,FLuc act counter,APP 5'UTR act,TNAP inh noacc,TNAP inh hiacc,FLuc inhib CS,NF-kB neuron act,PMI act hi M6P,TNAP act hiacc,bIAP act
CC(C)OC(=O)CN1CCN(c2ccc(Cl)cc2)CC1,1.2,1,-12.7,-5.1,3.2,-2.2,1.18,1.1,1,1.1
CCCC(=O)Nn1cnc2c(c1=O)C1(CCCCC1)Cc1ccccc1-2,1,1,-9.0,2.1,-6.3,0.2,0.75,1.1,1.1,0.9
O=c1[nH]c2ccc(Cl)cc2c(=O)n1Cc1ccco1,0.9,1,-2.4,-4.3,-0.8,-4.3,1.01,0.9,1,0.9
CCC(C)NC(=O)c1cc(Cl)ccc1OC (stereo not given),0.9,1,2.7,-2.0,-5.0,0.1,1.53,0.9,1.1,1
CC1(C)CC(=O)C(C=NCC2CCN(C(=O)Nc3ccc(Cl)c(Cl)c3)CC2)=C(O)C1,1,1,18.6,-12.3,-4.3,-3.4,1.09,1,1,1
CCCCOC(=O)CSc1nc2c(cc1C#N)C(=O)CC(C)(C)C2,0.9,1.1,19.1,4.1,0.2,-5.4,1.34,0.9,1,1
c1csc(-c2cnc3ccccc3n2)c1,1.1,0.8,92.6,-2.3,-2.1,16.9,2.63,0.9,1,0.9
Cc1ccc(-c2cc3nc(C)cc(C)n3n2)cc1,0.9,0.6,171.1*,-2.8,-0.3,43.9,5.12*,0.9,1,1
Cc1csc(NC(=O)C2CCCN(S(=O)(=O)c3cnc[nH]3)C2)n1 (stereo not given),1.1,1,-13.5,-9.7,-2.9,-3.5,1.1,1.1,1,1
CC(=NCc1ccco1)C1=C(O)c2ccccc2C1=O,1,1,32.0,-10.5,-5.4,-0.3,1.43,0.9,1.1,0.9
Nc1nc(N2C(=O)C3CC=CCC3C2=O)nn1-c1ccccc1 (stereo not given),0.9,1.1,5.8,-12.7,-4.7,-5.1,1.07,0.9,1,0.9
CCc1c(C)[nH]c2ccc(OC)cc2c1=S,1.5,1,0.3,2.4,-0.5,-2.3,1.29,1.6,1,0.9
O=C(O)C1CSC(c2ccncc2)N1 (stereo not given),0.9,1,7.3,-9.6,-1.7,-2.8,1.15,0.9,1,1
COC(=O)[C@@H]1[C@@H](C)OC(=O)N[C@H]1c1ccccc1,1,1,-12.8,-6.8,3.2,-0.3,1.07,1,1,1.1
COCCN(CCOC)S(=O)(=O)c1ccc(C(=O)Nc2ccc([N+](=O)[O-])cc2OC)cc1,0.9,1,22.9,2.0,0.3,1.8,1.35,0.8,1,1.1
C/C(=N\NC(=S)NC1CCCCC1)c1ccc(C)o1,1,1,14.0,-13.5,-5.0,-3.4,1.14,1,1.1,1.3
CCOC(=O)/C(=C\c1ccc(C)cc1)NC(=O)c1ccccc1,1,1.1,-10.0,-6.8,-1.6,-5.5,1.08,1.1,1,1
O=C(CCCCCN1C(=O)CCC1=O)Nc1ccc(Cl)c(C(F)(F)F)c1,1,1,6.7,-5.5,-0.3,-2.0,0.67,1,1,0.7
O=[N+]([O-])c1ccc(CSc2nc3ccccc3o2)cc1,0.9,0.8,177.4*,-7.1,1.2,23.5,5.02*,1,1,0.9
O=C1CCCC(=O)C1Sc1ccc(Cl)cc1,1,1.1,-13.3,5.0,-6.3,-6.3,0.94,1,1.1,1.2
